RGS4 inh: inhibitors of human regulator of G protein signaling 4. AID 504845. Transcreener GDP fluorescence polarization, RGS4-accelerated GTP hydrolysis. P49798. Potency, µM (top dose mostly 114 µM), for the others: top-dose activity change, negative = inhibition, usual class: inhibitors. 0.039% of 390,000 active; further: potency means the concentration at half of the fitted maximal effect; on the % scale 0 is the no-effect control and ±100 the full control effect; nearly all actives have a fitted effect of over 75% in size; some results filed as inactive show a strong effect at the top dose
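MLSMR compounds (23 nl, pin-transferred) preincubated 10 min at room temperature with a 500nM (2x) first reagent, then RGS4 at 900nM (2x) plus Transcreener GDP mix added; fluorescence polarization (620/688 nm) read before and after 90 min at 30 °C.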
APEX1 inh: inhibitors of human APE1 endonuclease | P27695 | recombinant APE1, TAMRA/BHQ-2 abasic DNA cleavage fluorescence | Potency, µM (titrated, usually from 65.8 µM), without a hit: top-dose activity change, negative = inhibition, hits mostly inhibitors | 0.35% of 350,000 active;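 further: potency means the concentration at half of the fitted maximal effect; plate controls were vehicle for no effect and reference inhibitor for full effect; nearly all actives have a fitted effect of over 55% in size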
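Endonuclease cleavage of a quenched abasic-site DNA duplex (50 nM) by APE1 (0.75 nM) was tracked by TAMRA dequenching. Compounds were preincubated with enzyme 15 min at room temperature; data normalized to buffer-only and DMSO wells plus NSC13755 control.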
ERG-DNA inh: ERG Ets/DNA interaction inhibition; 0.028% of 370,000 active; fluorescence polarization, His-ERG Ets domain / labelled DNA; Potency, µM (doses to about 76.9 µM), for the others: at the top dose FP activity, negative = inhibition, hits mostly inhibitors; active means well fitted inhibition curve with a large enough effect in the polarisation, with a control signal flat; inconclusive means small, poorly fitted or top-dose-only effect, or effect the other way, or a change in a side signal; inactive means no such curve, though single readings can be large or run the other way; the % refers to the polarisation;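 further: polarization taken with two DNA probes labelled with fluorescein and Texas red; potency means the concentration at half of the fitted maximal effect; % of control where 0% means no effect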
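His-tagged ERG Ets domain (1 uM in the protein solution; 300mM KCl, 50mM Tris-HCl, 1mM EDTA, 1mM DTT, pH 7.5) received compound, then a probe mix of 5 nM fluorescein-DNA and 100nM Texas-615-DNA. Fluorescence polarization was read for both dyes.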
ALOX12 inh: inhibitors of human 12S-lipoxygenase ALOX12; P18054; purified 12hLO, xylenol orange hydroperoxide absorbance; Potency, µM (top dose mostly 108 µM), inactives show at the top dose activity change, negative = inhibition, hits mostly inhibitors; 1.1% of 580,000 active; AID 1671190; further: potency means the concentration at half of the fitted maximal effect; on the % scale 0 is the no-effect control and ±100 the full control effect
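Purified human 12hLO at 150 nM in 25 mM Hepes, 0.01% Triton X-100, pH 7.0, preincubated 15 min at room temperature with compound. Reaction started with 40 uM arachidonic acid, 30 min at room temperature. Hydroperoxide measured by Fe-xylenol orange, 573/405 nm absorbance ratio.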
Anesthetic bind: binds horse apoferritin like a general anesthetic; Potency, µM (series often up to 77.5 µM), for the others: at the top dose activity change, negative = displacement, most hits filed as inhibitors; AID 485281; P02791; apoferritin/1-aminoanthracene competitive binding, fluorescence; 0.074% of 350,000 active; further: potency means the concentration at half of the fitted maximal effect; on the % scale 0 is the no-effect control and ±100 the full control effect; nearly all actives have a fitted effect of over 20% in size
Target sequence (P02791 2-175 limits assumed): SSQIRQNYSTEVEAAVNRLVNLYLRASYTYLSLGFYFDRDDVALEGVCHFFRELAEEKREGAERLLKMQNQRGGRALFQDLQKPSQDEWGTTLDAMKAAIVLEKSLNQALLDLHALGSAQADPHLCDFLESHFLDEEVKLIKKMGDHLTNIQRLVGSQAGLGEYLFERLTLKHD
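Apoferritin-based anesthetic binding model; compound displacement of fluorescent 1-AMA measured as endpoint fluorescence after 10 minutes at room temperature, scaled to free-ligand and complex controls.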
Pol beta inh: DNA polymerase beta (human) inhibition. P06746. Pol beta primer extension/strand displacement, fluorescence kinetic. Potency, µM (top dose mostly 114 µM), without a hit: at the top dose activity change, negative = inhibition, usual class: inhibitors. 1.3% of 340,000 active. AID 485314; further: potency means the concentration at half of the fitted maximal effect; on the % scale 0 is the no-effect control and ±100 the full control effect
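Homogeneous kinetic assay of primer extension and strand displacement by 10 nM Pol beta, preincubated 15 min at room temperature with compound before 50 nM substrate (final) was added. Read at 0 and 10 min; four-parameter Hill fit.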
POLH inh: blocks human DNA polymerase eta activity. AID 588591. 1.2% of 390,000 active. Potency, µM (top dose mostly 114 µM), for the others: at the highest dose activity change, negative = inhibition, actives largely listed as inhibitors. recombinant Pol eta, fluorescent DNA replication assay. Q9Y253; further: potency means the concentration at half of the fitted maximal effect; on the % scale 0 is the no-effect control and ±100 the full control effect
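Pol eta (10 nM) was preincubated with compounds for 15 min at room temperature, after which fluorescent replication substrate (50 nM final) was added to start the reaction. Fluorescence was read kinetically at 0 and 10 min.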
LDHA block: blocks human lactate dehydrogenase A; purified LDHA, NADH/diaphorase-resazurin fluorescence; active compounds read low; activity change, % (values are at about 110 or 230 µM); 0.15% of 480,000 active; AID 1347041; in the data active means activity change below about -30%; inconclusive means mostly about -25% to -30%;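 further: plate controls were DMSO wells for no effect and wells without enzyme for full effect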
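Human LDH5 (2 nM) was incubated with 0.06 mM NADH and 0.2 mM pyruvate for 5 min at room temperature in Tris pH 7.4. Remaining NADH was coupled through diaphorase/resazurin, and resorufin fluorescence was read at 0 and 20 min.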
POLK inh: blocks human DNA polymerase kappa activity; Q9UBT6; purified Pol kappa, fluorescent DNA synthesis assay, 10 min; Potency, µM (doses to about 107 µM), without a hit: top-dose activity, negative = inhibition, hits mostly inhibitors; 0.53% of 400,000 active; AID 588579; further: potency means the concentration at half of the fitted maximal effect; on the % scale 0 is the no-effect control and ±100 the full control effect
Target sequence (Q9UBT6 whole entry, looked up): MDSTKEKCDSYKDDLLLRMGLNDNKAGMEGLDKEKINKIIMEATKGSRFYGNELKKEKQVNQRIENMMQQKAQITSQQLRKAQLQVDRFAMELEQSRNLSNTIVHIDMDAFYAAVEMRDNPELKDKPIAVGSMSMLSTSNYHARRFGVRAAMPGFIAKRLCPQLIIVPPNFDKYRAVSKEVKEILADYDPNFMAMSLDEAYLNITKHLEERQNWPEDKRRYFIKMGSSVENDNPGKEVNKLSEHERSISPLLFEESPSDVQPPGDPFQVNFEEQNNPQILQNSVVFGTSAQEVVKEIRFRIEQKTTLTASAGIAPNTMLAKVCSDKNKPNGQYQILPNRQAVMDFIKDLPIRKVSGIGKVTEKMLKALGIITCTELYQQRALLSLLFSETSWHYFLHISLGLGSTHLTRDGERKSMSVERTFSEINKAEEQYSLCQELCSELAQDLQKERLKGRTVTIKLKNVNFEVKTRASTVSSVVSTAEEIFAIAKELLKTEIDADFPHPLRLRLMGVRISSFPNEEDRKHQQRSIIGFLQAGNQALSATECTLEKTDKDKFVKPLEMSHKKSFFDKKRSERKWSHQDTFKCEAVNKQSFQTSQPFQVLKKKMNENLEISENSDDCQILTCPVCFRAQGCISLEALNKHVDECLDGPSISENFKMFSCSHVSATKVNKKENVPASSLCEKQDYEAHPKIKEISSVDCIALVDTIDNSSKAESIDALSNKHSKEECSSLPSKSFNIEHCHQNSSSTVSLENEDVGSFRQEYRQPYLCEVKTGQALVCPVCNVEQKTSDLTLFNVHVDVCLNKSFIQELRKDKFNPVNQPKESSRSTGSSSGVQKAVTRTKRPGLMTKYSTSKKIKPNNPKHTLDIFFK
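10 nM Pol kappa preincubated 15 min at room temperature with compounds, then reaction started with substrate at 50 nM final. Fluorescence read kinetically at 0 and 10 min; buffer-only wells served as negative control.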
The depositor's hits bear a star; ? = inconclusive; . = not tested or not shown; [ ] = dose if it differs, or a comment. Unless noted, the call rests on the fitted dose curve; in most records, active means well fitted curve in the direction sought with a large enough effect; inconclusive means small, poorly fitted or top-dose-only effect, or another doubt; inactive means no such curve, though single readings can be large; an effect the other way counts as inactive or inconclusive. The list is partial; count on the stated rates, not on these rows.

SMILES | RGS4 inh | APEX1 inh | ERG-DNA inh | ALOX12 inh | Anesthetic bind | Pol beta inh | POLH inh | LDHA block | POLK inh
CC(C(=O)Nc1cccc(S(=O)(=O)N2CCOCC2)c1)N1CCN(C/C=C/c2ccccc2)CC1 (centres undefined) | 12% | 0% | 2% | -15% | -10% | 11% | -19% | -7 | -12%
C[C@H](CO)N1C[C@H](C)[C@H](CN(C)C)Oc2ccc(NS(=O)(=O)c3ccc(F)cc3)cc2CC1=O | 8% | 15% | 2% | 2% | . | . | -2% | -5 | 3%
CC(C(=O)Nc1ccc(N2CCOCC2)cc1)N1C(=O)c2ccccc2C1=O (centres undefined) | -3% | 16% | . | 1% | 1% | 1% | -11% | 6 | -3%
CC1CC(C)CN(CC(O)COc2ccc3c(c2)CCC3)C1 (centres undefined) | 7% | 2% | -3% | 1% | -9% | 20% | -21% | -5 | -11%
O=C(NNC(=O)c1ccccc1[N+](=O)[O-])c1ccco1 | 18% | -3% | -2% | 3% | -3% | -1% | -4% | 7 | 6%
O=C(CN(C(=O)CNC(=O)c1cccs1)c1ccccc1F)NC1CCCCC1 | 5% | 17% | 7% | -19% | -10% | 17% | -7% | -3 | -1%
Cc1ccc(OCCCSc2nc(-c3ccc(C(C)(C)C)cc3)nc3cc(=O)[nH]n23)cc1C | -11% | . | -3% | -1% | ? | ? | 45µM* | -4 | -20%
COc1cc(/C=N/NC(=O)C(=O)NCc2cccnc2)ccc1O | ? | 3% | 2% | 9% | 0% | 7% | -16% | 4 | -3%
COc1ccc(/C=N/NC2=NS(=O)(=O)c3ccccc32)cc1OC | -18% | 27% | -10% | 0% | -9% | 4% | -24% | -4 | 6%
COc1ccc(NC(=O)CNC(=O)c2nn(-c3ccc(OC)cc3OC)c(=O)c3ccccc23)c(OC)c1 | -7% | 21% | -1% | -17% | -6% | 36% | 1% | -3 | -12%
CCc1nc2ccccc2n2c(-c3ccc(C)cc3)c3c(=O)n(C)c(=O)n(C)c3c12 | 21% | . | 1% | ? | 3% | 1% | -12% | -3 | -13%
O=c1c2ccccc2c(=O)n(-c2ccccc2)n1CCCCBr | 2% | . | -4% | ? | . | . | -21% | -6 | 5%
Cc1cc(C)n(-c2nc3ccccc3nc2Nc2ccc(Cl)c(C(=O)OC(C)C)c2)n1 | 8% | . | 3% | -9% | 3% | 28% | -6% | -3 | 11%
CCO[C@@H]1OC(C(N)=O)=C[C@H](c2ccc(C(F)(F)F)cc2)[C@H]1CCCO | 7% | -1% | 13% | -21% | -5% | 5% | -1% | -2 | 3%
CCCOc1ccc(C(=O)Nc2cc(-c3nn4c(C)nnc4s3)ccc2C)cc1 | ? | -11% | -7% | 457%[activator] | -7% | 13% | 4% | -4 | -22%
COc1ccc(-c2csc(-c3c(N)c(C(=O)c4ccc(OC)c(OC)c4)n4ccccc34)n2)cc1 | 5% | . | 3% | -23% | -7% | 57% | . | -8 | -1%
Cc1cccc(C)c1-n1nnnc1-c1cnccc1C(F)(F)F | 5% | 6% | 9% | 0% | -6% | 19% | -9% | 0 | 5%
CCNC(=S)N(CCCN(CC)CC)Cc1cc2cc3c(cc2[nH]c1=O)OCO3 | 11% | 12% | -1% | 0% | -11% | 16% | -13% | -4 | 4%
O=C(/C=C/c1ccc2c(c1)OCO2)Nc1nncs1 | -14% | 6% | -13% | ? | -10% | 11% | -17% | -5 | -3%
CC1CCN(C(=O)c2cc3c(=O)n(C)c4ccccc4c3s2)CC1 | 6% | . | -5% | -27% | 16% | -23% | -3% | 2 | -10%
CCc1nnc(NC(=O)c2ccc(N3C(=O)CCC3=O)cc2)s1 | 20% | 3% | -7% | 31%[activator] | 22% | 0% | 0% | -2 | 1%
COC(=O)c1cc(C(=O)OC)n(Cc2ccc(F)cc2)c1C | 36% | -1% | 13% | 4% | -10% | -5% | -9% | -2 | -11%
O=C(OCc1nc2ccccc2s1)c1cccs1 | 20% | 17% | -7% | 0% | ? | 37% | 8% | 0 | -5%
CC(=O)N1CCOc2ccc(S(=O)(=O)N3CCN(c4cccc(C(F)(F)F)c4)CC3)cc21 | -28%[56.9 µM] | 4% | 4% | 5% | -4% | -1% | ? | -2 | -7%
CCc1ccccc1NC(=O)C1CCCN1C(=O)NCc1ccccc1 (centres undefined) | -8% | 8% | 13% | -7% | -3% | 57% | -15% | -5 | 0%

Following part.
SMILES | RGS4 inh | APEX1 inh | ERG-DNA inh | ALOX12 inh | Anesthetic bind | Pol beta inh | POLH inh | LDHA block | POLK inh
COc1cccc(CNS(=O)(=O)c2cc3[nH]c(=O)c(=O)[nH]c3cc2C)c1 | -3% | . | 2% | -21% | -5% | -1% | -17% | 3 | -6%
CCCCCCC(C)OC(=O)c1ccccc1C(=O)O (centres undefined) | -17% | 1% | -1% | 10% | 1% | 27% | -20% | -6 | 0%
COc1ccc(C(C(=O)NC2CCCC2)N(Cc2cccnc2)C(=O)c2snc(C(N)=O)c2N)cc1 (centres undefined) | 17% | 23% | 15% | -15% | -10% | 2% | 4% | -1 | -16%
CCc1ccc(N2C(=O)CC(N3CCN(c4ccccn4)CC3)C2=O)cc1 (centres undefined) | -1% | ? | -13% | ? | -6% | 34% | -12% | -9 | -7%
COc1ccc(-n2c(-c3cc(-c4ccccc4)sc3N)n[nH]c2=S)cc1 | ? | -4% | 20% | 0% | -10% | 2% | -17% | -2 | 10%
Oc1c(C(Nc2ccccn2)c2cccnc2)cc(Cl)c2cccnc12 (centres undefined) | -32% | -22% | 6% | ? | 3% | -23% | -11% | 13 | -5%
CC(NC(=O)C(=O)N1CCCCC1)C(c1cccs1)N1CCN(c2ccccc2)CC1 (centres undefined) | -12% | 13% | 10% | -6% | -13% | 23% | -6% | -3 | -5%
O=C(O)c1ccc(Cl)c(S(=O)(=O)N(Cc2ccccc2)c2ccc(F)cc2)c1 | 2% | 15% | 3% | 0% | -9% | ? | 2% | -3 | -25%
COc1ccc(NC(=O)c2cccnc2N2CCCCC2)cc1 | 19% | -1% | -6% | -4% | 7% | 14% | -13% | -3 | -2%
Cn1nnnc1SCC(=O)N1CCCCC1 | -13% | -9% | 15% | -7% | 1% | 59% | -6% | -3 | -7%
COc1cccc(CN(C)C(=O)CSCC(=O)Nc2ccc(C)cc2)c1OC | 16% | 16% | -19% | 21% | . | . | 4% | -11 | -2%
COCC(C)N=C1NN=C(c2cccs2)C(CC(=O)O)S1 (centres undefined) | -46% | -8% | -1% | ? | -15% | -2% | -2% | 3 | 12%
COCCN(C(=O)C1=COCCO1)c1c(N)n(CC(C)C)c(=O)[nH]c1=O | 19% | 33% | -2% | -1% | . | . | -23% | -16 | -19%
COc1ccccc1C(=O)Nc1cccc(NC(C)=O)c1 | -15% | 15% | -1% | -20% | -8% | 11% | 6% | 5 | -17%
CCC1(C)NC(=O)N(/N=C/c2ccc(C)s2)C1=O (centres undefined) | 10% | -1% | 4% | -7% | -3% | 2% | -19% | -3 | -3%[60.1 µM]
COc1ccc2oc(C(=O)OCC(=O)Nc3cc(S(=O)(=O)N4CCOCC4)ccc3C)c(C)c2c1 | -1% | -27% | 0% | ? | . | . | ? | -8 | -4%
O=C(CCNS(=O)(=O)c1ccc(Br)cc1)NCc1ccc(F)cc1 | 14% | -4% | 13% | 6% | -9% | 45% | -9% | -2 | 3%
CC(CC(=O)NC1CCCCC1)S(=O)(=O)c1ccc2c(c1)CCN2C(=O)C1CC1 (centres undefined) | 31% | 36% | -6% | 2% | 0% | 17% | 1% | -2 | 0%
CCC1(c2ccccc2)NC(=O)N(CC(=O)N(C)CC(=O)Nc2c(C)cccc2C)C1=O (centres undefined) | -50% | 17% | 7% | -9% | -7% | 8% | -12% | 1 | 0%
CCCCN(Cc1ccccc1)S(=O)(=O)c1cc(Br)cc2c1N(C(C)=O)C(C)C2 (centres undefined) | -6% | -11% | 0% | 19% | 126%[activator] | 23% | -16% | 1 | -3%
O=C(c1ccccc1)N1CCN(C(=O)c2ccc3c(c2)OCO3)CC1 | -16% | 24% | -5% | 12% | -3% | 40% | -21% | -3 | 5%
CCCC(=O)N(Cc1cc(=O)[nH]c2ccccc12)c1ccccc1 | -8% | -6% | -5% | -27% | -9% | 10% | -14% | 1 | 5%
Cc1c(CC=C(Cl)Cl)c(=O)[nH]c2c(C)cccc12 | 24% | 0% | -2% | -6% | -5% | -5% | 1% | -15 | -7%
COc1ccc2nc(C)cc(N/N=C/c3ccc(F)cc3)c2c1 | ? | 1% | 2% | ? | 7% | -3% | -5% | -2 | -13%
Cc1ccccc1OCC(O)Cn1c(Br)nc2c1c(=O)[nH]c(=O)n2C (centres undefined) | 25% | 14% | -11% | 245%[activator] | -12% | 13% | -4% | -4 | -12%
Cc1ccc(NC(=O)CN2C(=O)CCc3cc(S(=O)(=O)N4CCOCC4)ccc32)cc1N(C)C | 5% | . | 0% | 2% | 5% | 1% | -19% | 4 | -5%[60.1 µM]

A section taken from the entries so far, for reference:
SMILES | RGS4 inh | APEX1 inh | ERG-DNA inh | ALOX12 inh | Anesthetic bind | Pol beta inh | POLH inh | LDHA block | POLK inh
COc1cccc(CNS(=O)(=O)c2cc3[nH]c(=O)c(=O)[nH]c3cc2C)c1 | -3% | . | 2% | -21% | -5% | -1% | -17% | 3 | -6%
CCCCCCC(C)OC(=O)c1ccccc1C(=O)O (centres undefined) | -17% | 1% | -1% | 10% | 1% | 27% | -20% | -6 | 0%
